Screens (PubChem BioAssay)
VEEV TC-83 Vero – inhibitors of VEEV TC-83 cytopathic effect, confirmation, Vero cells (AID 588727). 0.13% of 350,000 active. Vero cells, VEEV TC-83 cytopathic effect inhibition; higher % means a stronger effect. one-dose inhibition, % at 20 µM; IC50 in µM for titrated hits; in the data active = a potency from the dose series; inconclusive = inhibition mostly from about 14% at the one dose, without a potency; inactive = the rest, 99 in 100 with inhibition below about 12%; note: strong numbers were not always called active
H37Rv inhibition – M. tuberculosis growth inhibition, HTS (AID 449762) | inhibition, % at 25 µM; hits with a dose series show IC50 in µM | 0.59% of 330,000 active | M. tuberculosis H37Rv growth inhibition, 7H9 media; higher % means a stronger effect; in the data active = a potency from the dose series; inconclusive = inhibition above about 70% without an active follow-up result;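 note: bacterial growth assessed after seven days of incubation; strong numbers were not always called active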
tuberculosis growth – growth inhibition of non-replicating M. tuberculosis (AID 488890); 0.39% of 320,000 active; Mycobacterium tuberculosis non-replicating, growth inhibition; higher % means a stronger effect; inhibition, % at 25 µM; hits with a dose series show IC50 in µM; in the data active = a potency from the dose series; inconclusive = inhibition mostly from about 82% at the one dose, without a potency; inactive = the rest, 99 in 100 with inhibition below about 76%;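 note: plate controls were DMSO cells for no effect and high antibiotic wells for full effect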
H1N1 NS1A inhibition – H1N1 influenza NS1A inhibitors, functional cell based assay (AID 504329). NS1A functional cell-based assay, percent inhibition; higher % means a stronger effect. inhibition, % at 12.5 µM; hits with a dose series show IC50 in µM. 0.3% of 340,000 active; in the data active = a potency from the dose series; inconclusive = inhibition above about 27% without an active follow-up result; note: strong numbers were not always called active
PhoP GFP inhibition – PhoP regulon inhibitors, Salmonella typhi PhoP promoter GFP reporter, confirmatory (AID 1850); Salmonella Typhi PhoP-promoter GFP reporter, fluorescence, 4 h; higher % means a stronger effect; inhibition, % at 50 µM, or IC50 in µM where a hit was titrated; 0.33% of 310,000 active; in the data active = a potency from the dose series; inconclusive = inhibition mostly from about 25% at the one dose, without a potency; inactive = the rest, 99 in 100 with inhibition below about 19%;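 note: 0% = induced wells with vehicle and 100% = uninduced wells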
VEEV TC-83 Vero 10K pilot screen – second read-out of VEEV TC-83 Vero, no call of its own (marks repeat the call); inhibition, %; measured here: 10K pilot screen inhibition
An asterisk follows results filed as active.

What do the screens show for `Cc1cc(C)c(C(=O)N2CCCC(CNS(=O)(=O)N(C)C)C2)o1` (centres undefined)?
VEEV TC-83 Vero: inactive; H37Rv inhibition: 11%; tuberculosis growth: 7%; H1N1 NS1A inhibition: 9%; PhoP GFP inhibition: -4%

What do the screens show for `O=C(CCCCCNC(=O)c1ccccc1)N/N=C/c1ccc(O)cc1O`?
VEEV TC-83 Vero: 0.9%; H37Rv inhibition: 0%; tuberculosis growth: -12%; H1N1 NS1A inhibition: 11%; PhoP GFP inhibition: -1%

How did CC(=O)c1ccccc1OCC(O)CN1CCN(CCN2C(=O)c3cccc4cccc(c34)C2=O)CC1 (centres undefined) do in these assays?
VEEV TC-83 Vero: 6.4%; H37Rv inhibition: 25%; tuberculosis growth: 77%; H1N1 NS1A inhibition: -1%; PhoP GFP inhibition: 6%

What do the screens show for `O=C(CCN1CCCCCC1)Nc1ccc(F)c(F)c1`?
VEEV TC-83 Vero: 1.2%; H37Rv inhibition: -12%; tuberculosis growth: 7%; H1N1 NS1A inhibition: 3%; PhoP GFP inhibition: -4%

Results for COc1cccc(C(=O)NC(=S)Nc2ccc3[nH]c(=O)[nH]c3c2)c1 ?
VEEV TC-83 Vero: 2.1%; H37Rv inhibition: 4%; tuberculosis growth: 24%; H1N1 NS1A inhibition: -4%; PhoP GFP inhibition: -5%

How did C[C@H](CO)N1C[C@H](C)[C@@H](CN(C)C(=O)NC2CCCCC2)Oc2c(NC(=O)C3CC3)cccc2C1=O do in these assays?
VEEV TC-83 Vero: inactive; H37Rv inhibition: 4%; tuberculosis growth: 3%; H1N1 NS1A inhibition: 1%

What do the screens show for `Cc1ccsc1C(=O)OCC(=O)c1ccc(OC(F)F)cc1`?
VEEV TC-83 Vero: 5.0%; H37Rv inhibition: 1%; tuberculosis growth: 70%; H1N1 NS1A inhibition: 1%

What do the screens show for `CSc1nc(C)cc(OCC(=O)N2CCOCC2)n1`?
VEEV TC-83 Vero: 0.3%; H37Rv inhibition: -3%; tuberculosis growth: -1%; H1N1 NS1A inhibition: -7%; PhoP GFP inhibition: -11%

What do the screens show for `CC(=O)c1ccc(Cc2ncc(C(F)(F)F)cc2Cl)s1`?
VEEV TC-83 Vero: 3.4%; H37Rv inhibition: -6%; tuberculosis growth: 6%; H1N1 NS1A inhibition: 9%; PhoP GFP inhibition: -2%

How did COc1cccc(OCc2cc(C(=O)N3CCN(C4CCCC4)CC3)no2)c1 do in these assays?
VEEV TC-83 Vero: inactive; H37Rv inhibition: 7%; tuberculosis growth: -1%; H1N1 NS1A inhibition: 2%; PhoP GFP inhibition: -2%

Results for Cc1ccc(NC(=O)COC(=O)c2c[nH]c3ccccc23)cc1C ?
VEEV TC-83 Vero: 3.0%; H37Rv inhibition: -5%; tuberculosis growth: -10%; H1N1 NS1A inhibition: -18%

Results for O=C(CSc1n[nH]c(=O)n1C1CC1)Nc1ccc(OC(F)(F)F)cc1 ?
VEEV TC-83 Vero: 13%; H37Rv inhibition: -12%; tuberculosis growth: 5%; H1N1 NS1A inhibition: -1%

How did CCOC(=O)N1CCC(NC(=O)COc2cc(=O)n(C)c3ccccc23)CC1 do in these assays?
VEEV TC-83 Vero: inactive; H37Rv inhibition: -6%; tuberculosis growth: -10%; H1N1 NS1A inhibition: 11%; PhoP GFP inhibition: 8%

Results for CSc1nc(-c2ccco2)nn1C(=O)c1ccco1 ?
VEEV TC-83 Vero: 1.5%; H37Rv inhibition: 2%; tuberculosis growth: -22%; H1N1 NS1A inhibition: 6%; PhoP GFP inhibition: -1%

What do the screens show for `COc1ccc(CCNC(=O)C(=O)Nc2ccc3c(c2)OCCO3)cc1OC`?
VEEV TC-83 Vero: 2.2%; H37Rv inhibition: 7%; tuberculosis growth: -4%; H1N1 NS1A inhibition: -6%; PhoP GFP inhibition: -5%

How did COC(=O)CC1(CC(=O)OC)C(=O)N(c2ccccc2)C(=O)N(c2ccccc2)C1=O do in these assays?
VEEV TC-83 Vero: 1.5%; H37Rv inhibition: -2%; tuberculosis growth: -6%; H1N1 NS1A inhibition: -10%; PhoP GFP inhibition: -9%

How did O=C(CSc1nc2ccccc2s1)N1N=C(c2cccs2)CC1c1ccc(F)cc1 (centres undefined) do in these assays?
VEEV TC-83 Vero: 5.1%; H37Rv inhibition: 1%; tuberculosis growth: -2%; H1N1 NS1A inhibition: -6%; PhoP GFP inhibition: 0%

What do the screens show for `O=C(CN(C(=O)CCC(=O)Nc1nccs1)C1CCCC1)NCc1ccc2c(c1)OCO2`?
VEEV TC-83 Vero: 0.6%; H37Rv inhibition: -1%; tuberculosis growth: -4%; H1N1 NS1A inhibition: 0%; PhoP GFP inhibition: 1%; VEEV TC-83 Vero 10K pilot screen: 1.9

Results for C=CCOc1ccccc1/C=N/NC(=O)Cc1ccc(C)cc1 ?
VEEV TC-83 Vero: 0.1%; H37Rv inhibition: 3%; tuberculosis growth: 38%; H1N1 NS1A inhibition: -6%; PhoP GFP inhibition: 2%

What do the screens show for `CCCc1nnc(SCC(=O)Nc2cccc(Cl)c2Cl)o1`?
VEEV TC-83 Vero: 0.3%; H37Rv inhibition: 3%; tuberculosis growth: inconclusive; H1N1 NS1A inhibition: -8%; PhoP GFP inhibition: 1%

Results for O=C(NCc1ccco1)C1CCCN1C(=O)Nc1ccc(Cl)cc1 (centres undefined) ?
VEEV TC-83 Vero: 1.9%; H37Rv inhibition: 1%; tuberculosis growth: 4%; H1N1 NS1A inhibition: -6%; PhoP GFP inhibition: 1%

What do the screens show for `COc1ccc(/C(C)=N/Nc2ccccc2Cl)c(O)c1`?
VEEV TC-83 Vero: inactive; H37Rv inhibition: 3%; H1N1 NS1A inhibition: -7%; PhoP GFP inhibition: 0%

How did CCc1nnc(NC(=O)CCC(=O)N2CCN(Cc3cc(F)ccc3OC)CC2)s1 do in these assays?
VEEV TC-83 Vero: 0.1%; H37Rv inhibition: 3%; tuberculosis growth: 30%; H1N1 NS1A inhibition: 3%; PhoP GFP inhibition: 8%

Results for CCCCOCCCNC(=O)c1ccc(NC(C)=O)cc1 ?
VEEV TC-83 Vero: 0.1%; H37Rv inhibition: -5%; tuberculosis growth: -3%; H1N1 NS1A inhibition: 5%; PhoP GFP inhibition: -10%

What do the screens show for `CC(=O)Nc1nnc(CCS(=O)(=O)c2ccc(C)cc2)s1`?
VEEV TC-83 Vero: 0.4%; H37Rv inhibition: 6%; tuberculosis growth: -6%; H1N1 NS1A inhibition: -6%; PhoP GFP inhibition: -2%

How did O=C(CSc1nc2ccccc2[nH]1)NC1CCCc2ccccc21 (centres undefined) do in these assays?
VEEV TC-83 Vero: inconclusive; H37Rv inhibition: 2%; tuberculosis growth: -1%; H1N1 NS1A inhibition: -2%; PhoP GFP inhibition: 9%

How did Cc1ccc2nc(NC(=O)[C@H](C)N3C(=O)C4CC=CCC4C3=O)sc2c1 (some centres undefined) do in these assays?
VEEV TC-83 Vero: 0.4%; H37Rv inhibition: -9%; tuberculosis growth: 11%; H1N1 NS1A inhibition: 1%; PhoP GFP inhibition: -3%

How did CSc1ccc(Cl)c(C(=O)Nc2ccc(OCC(N)=O)cc2)c1 do in these assays?
VEEV TC-83 Vero: 3.2%; H37Rv inhibition: 0%; tuberculosis growth: 14%; H1N1 NS1A inhibition: -17%; PhoP GFP inhibition: -8%

How did COc1ccc(C/C(C)=N/NC(=O)c2ccc(C)cc2C)cc1 do in these assays?
VEEV TC-83 Vero: 0.9%; H37Rv inhibition: 4%; tuberculosis growth: -43%; H1N1 NS1A inhibition: -5%; PhoP GFP inhibition: 6%

What do the screens show for `Cc1ccsc1/C=C(\CC(=O)O)c1nc2ccccc2o1`?
VEEV TC-83 Vero: 6.0%; H37Rv inhibition: -3%; tuberculosis growth: 4%; H1N1 NS1A inhibition: 3%; PhoP GFP inhibition: -9%

What do the screens show for `Cc1ccc(C)c2[nH]c(=O)c(CCNC(=O)c3ccc(S(=O)(=O)N4CCOCC4)cc3)cc12`?
VEEV TC-83 Vero: 7.1%; H37Rv inhibition: 4%; tuberculosis growth: 8%; H1N1 NS1A inhibition: -1%; PhoP GFP inhibition: 9%

How did COc1ccc(S(=O)(=O)N2CCN(C(=O)c3ccco3)CC2)cc1OC do in these assays?
VEEV TC-83 Vero: inactive; H37Rv inhibition: -5%; tuberculosis growth: -14%; H1N1 NS1A inhibition: -4%; PhoP GFP inhibition: 1%

What do the screens show for `OCCC1CN(Cc2cccn2-c2nccs2)CCN1Cc1ccc(F)c(F)c1` (centres undefined)?
VEEV TC-83 Vero: inactive; H37Rv inhibition: 3%; tuberculosis growth: 15%; H1N1 NS1A inhibition: 2%; PhoP GFP inhibition: 4%; VEEV TC-83 Vero 10K pilot screen: 0.3

What do the screens show for `CCOC(=O)c1oc2cccc(OC(C)=O)c2c1C`?
VEEV TC-83 Vero: inactive; H37Rv inhibition: -8%; tuberculosis growth: 12%; H1N1 NS1A inhibition: 3%; PhoP GFP inhibition: 9%

What do the screens show for `c1ccc(SSc2ccccc2)cc1`?
VEEV TC-83 Vero: 0.7%; H37Rv inhibition: 13%; tuberculosis growth: 37%; H1N1 NS1A inhibition: -1%; PhoP GFP inhibition: -2%

How did COC(=O)Cn1cnc2c(cnn2-c2ccccc2)c1=O do in these assays?
VEEV TC-83 Vero: 1.2%; H37Rv inhibition: 3%; tuberculosis growth: 10%; H1N1 NS1A inhibition: 6%; PhoP GFP inhibition: 4%

How did COc1cc(CCC(N)c2cccc(O)c2)cc(OC)c1OC (centres undefined) do in these assays?
VEEV TC-83 Vero: inactive; H1N1 NS1A inhibition: 9%

What do the screens show for `COC(=O)c1ccccc1NC(=O)CN1CCN(C(=O)c2ccco2)CC1`?
VEEV TC-83 Vero: inactive; H37Rv inhibition: 1%; tuberculosis growth: 7%; H1N1 NS1A inhibition: -16%; PhoP GFP inhibition: -4%

Results for COc1ccc(-c2cc(C)no2)cc1S(=O)(=O)Nc1cccc(CN2CCCC2)c1 ?
VEEV TC-83 Vero: inactive; H37Rv inhibition: -3%; tuberculosis growth: 3%; H1N1 NS1A inhibition: -8%; PhoP GFP inhibition: 1%

Results for COc1ccc(C(=O)NC(=S)NCc2cccnc2)cc1Br ?
VEEV TC-83 Vero: 2.4%; H37Rv inhibition: 4%; tuberculosis growth: 29%; H1N1 NS1A inhibition: 11%; PhoP GFP inhibition: -4%

Sorted by molar mass (largest number first): some entries from above.
How did CC(=O)c1ccccc1OCC(O)CN1CCN(CCN2C(=O)c3cccc4cccc(c34)C2=O)CC1 (centres undefined) do in these assays?
VEEV TC-83 Vero: 6.4%; H37Rv inhibition: 25%; tuberculosis growth: 77%; H1N1 NS1A inhibition: -1%; PhoP GFP inhibition: 6%

What do the screens show for `OCCC1CN(Cc2cccn2-c2nccs2)CCN1Cc1ccc(F)c(F)c1` (centres undefined)?
VEEV TC-83 Vero: inactive; H37Rv inhibition: 3%; tuberculosis growth: 15%; H1N1 NS1A inhibition: 2%; PhoP GFP inhibition: 4%; VEEV TC-83 Vero 10K pilot screen: 0.3

How did COc1cccc(OCc2cc(C(=O)N3CCN(C4CCCC4)CC3)no2)c1 do in these assays?
VEEV TC-83 Vero: inactive; H37Rv inhibition: 7%; tuberculosis growth: -1%; H1N1 NS1A inhibition: 2%; PhoP GFP inhibition: -2%

What do the screens show for `O=C(CCCCCNC(=O)c1ccccc1)N/N=C/c1ccc(O)cc1O`?
VEEV TC-83 Vero: 0.9%; H37Rv inhibition: 0%; tuberculosis growth: -12%; H1N1 NS1A inhibition: 11%; PhoP GFP inhibition: -1%

Following part:
Results for N/C(=N\OC(=O)CCC1CCCC1)c1cccnc1 ?
VEEV TC-83 Vero: 0.2%; H37Rv inhibition: -3%; tuberculosis growth: 75%; H1N1 NS1A inhibition: 34%; PhoP GFP inhibition: 0%

How did CC(C)(C)S(=O)(=O)c1cnc(-c2ccccn2)nc1N do in these assays?
VEEV TC-83 Vero: 2.4%; H37Rv inhibition: -5%; tuberculosis growth: 30%; H1N1 NS1A inhibition: -13%; PhoP GFP inhibition: 6%

How did O=C(c1ccco1)N1CCN(C(=O)c2ccc(COc3ccc4c(c3)CCC4)o2)CC1 do in these assays?
VEEV TC-83 Vero: 5.3%; H37Rv inhibition: 23%; tuberculosis growth: 37%; H1N1 NS1A inhibition: 3%; PhoP GFP inhibition: 9%

Results for O=C(c1cc(-c2cccnc2)nc2ccccc12)N1CCN(S(=O)(=O)c2ccc(Cl)s2)CC1 ?
VEEV TC-83 Vero: 8.2%; H1N1 NS1A inhibition: -3%

What do the screens show for `Nc1nc(COc2ccc(F)cc2)nc(N2CCCCC2)n1`?
VEEV TC-83 Vero: 0.7%; H37Rv inhibition: 7%; tuberculosis growth: 28%; H1N1 NS1A inhibition: 4%; PhoP GFP inhibition: -30%
